Screening data (PubChem)
TCR-CD3 inh: human TCR-CD3 binding inhibition. TAMRA-labeled TCR probe fluorescence, biochemical. inhibition, % at 9.4 µM. 0.37% of 360,000 active. AID 651800; in the data active = inhibition above about 19%;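 also: recombinant mutant TCR 2C K166C tagged with TAMRA read by polarization; 0% = receptor in buffer alone and 100% = receptor with positive control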
PG9 Ab binder: PG9 antibody binding by small molecule. inhibition, % at 6.7 µM. AID 624416. TR-FRET gp120-PG9 antibody binding. 0.43% of 360,000 active; in the data active = inhibition above about 8.5%
UHRF1 MBD2 ctr: UHRF1 methyl-DNA binding inhibition. UHRF1 binding to methylated oligo, TR-FRET. inhibition, % at 4.4 µM. 0.75% of 370,000 active. AID 687016; in the data active = inhibition above about 21%;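 also: UHRF1 SRA domain binding a hemimethylated CpG hairpin DNA probe; 0% = median of test compound wells and 100% = reference inhibitor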
Target sequence (Q96T88 whole entry, looked up, the tested form may be a part): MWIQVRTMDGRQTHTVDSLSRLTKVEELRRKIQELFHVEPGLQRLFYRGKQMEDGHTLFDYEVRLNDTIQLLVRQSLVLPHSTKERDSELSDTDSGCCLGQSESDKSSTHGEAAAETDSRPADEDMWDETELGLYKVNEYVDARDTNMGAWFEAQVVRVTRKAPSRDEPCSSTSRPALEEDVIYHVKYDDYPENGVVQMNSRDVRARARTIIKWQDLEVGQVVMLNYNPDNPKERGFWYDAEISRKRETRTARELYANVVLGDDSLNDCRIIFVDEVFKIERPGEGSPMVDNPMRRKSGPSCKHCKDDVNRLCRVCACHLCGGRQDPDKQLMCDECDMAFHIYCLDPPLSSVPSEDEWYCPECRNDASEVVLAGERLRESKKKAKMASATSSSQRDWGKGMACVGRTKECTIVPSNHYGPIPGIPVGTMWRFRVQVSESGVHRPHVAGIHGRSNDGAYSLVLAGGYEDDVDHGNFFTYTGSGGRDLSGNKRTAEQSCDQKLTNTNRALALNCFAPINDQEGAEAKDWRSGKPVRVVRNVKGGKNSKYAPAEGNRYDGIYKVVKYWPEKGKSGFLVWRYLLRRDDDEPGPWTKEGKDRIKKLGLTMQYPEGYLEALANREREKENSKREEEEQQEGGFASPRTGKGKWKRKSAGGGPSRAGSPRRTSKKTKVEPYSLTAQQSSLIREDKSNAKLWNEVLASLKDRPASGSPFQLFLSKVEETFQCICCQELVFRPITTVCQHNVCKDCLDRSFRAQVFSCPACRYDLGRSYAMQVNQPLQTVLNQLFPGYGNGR
PRMT1 FP inh: inhibitors of human PRMT1. recombinant PRMT1, activity-based probe fluorescence polarization. Q99873. inhibition, % at 2.79 µM. 1.3% of 370,000 active. AID 652257;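 active = inhibition above about 21% made by adding two undisclosed values, limit read from the data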
LEDGF integ inh: blocks HIV-1 LEDGF/p75-dependent DNA integration; TR-FRET IN-LEDGF/p75 DNA integration, Eu/Cy5; inhibition, % at 3.7 µM; 0.64% of 370,000 active;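 active = inhibition above the screen-wide mean plus 3 SD, cut at about 13% in these data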;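 also: signal is the Cy5 over europium emission ratio at 671 and 618 nm; 0% = plate median of compound wells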
HTRA1 inh: blocks human HTRA1 serine peptidase; Q92743; inhibition, % at 5.96 µM; recombinant HTRA1, FP-rhodamine activity-based probe, fluorescence polarization; 0.5% of 340,000 active; in the data active = inhibition above about 36%;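 also: 0% = enzyme with DMSO and 100% = wells lacking enzyme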
MBD2 DNA inh: MBD2-methylated oligo binding inhibition; TR-FRET, MBD2 binding to methylated oligonucleotide; Q9UBB5; inhibition, % at 4.4 µM; 0.31% of 370,000 active; in the data active = inhibition above about 13%
ABHD4 inh: ABHD4 (mouse) inhibition, primary FP screen. Q8VD66. purified mABHD4, FP-Rh probe fluorescence polarization. inhibition, % at 8.92 µM. 0.54% of 370,000 active. AID 720543;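 active = inhibition exceeding the mean over every tested compound plus 3 SD, cut at about 30% in these data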;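 also: 0% = plate median of compound wells and 100% = S159A mutant with DMSO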
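assay system = mABHD4 protein | compound dosing = single nominal dose of 8.92 µM, 0.89% DMSO final | read-out basis = percent inhibition of probe binding, normalized to plate controls | schedule = Enzyme–compound pre-incubation 45 min, then probe 60 min, both 25 °C | detection = fluorescence polarization, excitation 525 nm, emission 598 nm, BODIPY TMR filters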
rCAG binder: binds r(CAG) RNA repeats; AID 651821; r(CAG) RNA repeat, TO-PRO-1 dye displacement fluorescence; 1.3% of 370,000 active; inhibition, % at 3 µM;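 active = inhibition above the plate cutoff, the mean of all test compounds on that plate plus 3 SD, cut at about 35% in these data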;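 also: 0% = DMSO alone and 100% = 100 µM mitoxantrone as full dye displacement; higher means more dye released from RNA so lower well fluorescence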
Rev-erbA mod: modulates human Rev-erb alpha binding to DNA. P20393. AID 1259318. 0.79% of 370,000 active. Rev-erbα–FITC-DNA binding, fluorescence polarization, 90 min. activity, % at 10 µM;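 active = activity above about 14%, limit read from the data; passing the limit was not always enough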;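 also: 0% = DMSO wells with 35 nM protein and 100% = DMSO wells with 750 nM protein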
* marks the source's active call; other numbers are inactive results; x = not tested or not shown. An excerpt; the hit share may differ from the screen's.

SMILES	TCR-CD3 inh	PG9 Ab binder	UHRF1 MBD2 ctr	PRMT1 FP inh	LEDGF integ inh	HTRA1 inh	MBD2 DNA inh	ABHD4 inh	rCAG binder	Rev-erbA mod
O=C1CN(C(=O)CSc2nc3c(cnn3-c3ccccc3)c(=O)[nH]2)c2ccccc2N1	-8	-2.2	2	-4	5	-9	-6	-13	26	5
CCN1CCCC1CNS(=O)(=O)c1c(C)cc(C)cc1C (stereo unspecified)	2	-0.2	1	2	3	-7	-1	7	-4	1
CCCS(=O)(=O)c1nc(S(=O)(=O)c2ccc(C)cc2)c(N2CCC3(CC2)OCCO3)s1	2	0.2	1	0	-1	-2	-6	-2	-5	-6
CC(Nc1nc2ncn(Cc3ccccc3)c2c(=O)[nH]1)C(=O)O (stereo unspecified)	-5	-1.1	4	-2	2	6	8	-3	2	-2
CCNC(=O)/C(=C/c1cccc([N+](=O)[O-])c1)NC(=O)c1ccc(C)cc1	7	-1.7	-2	0	1	-1	-5	0	1	-6
O=C(COC(=O)/C=C/c1ccc([N+](=O)[O-])cc1)NNC(=O)c1ccccc1	4	0.4	-3	-3	-1	-3	-6	8	6	6
COc1ccc(N=c2oc3cc(O)ccc3cc2C(=O)NCC2CCCO2)c(OC)c1 (stereo unspecified)	3	-2.9	-5	-1	3	14	-1	4	5	5
CC(=O)c1cccc(S(=O)(=O)N2CCC(c3nc4ccccc4[nH]3)CC2)c1	-3	-2.1	-3	0	-2	7	2	1	2	-4
Cn1c(CSCc2ccc(F)cc2)nnc1SCC(=O)N1CCN(c2ccccc2)CC1	6	-0.2	-1	-3	-2	-6	2	2	-9	-3
COC(=O)c1ccc2c(c1O)C(=O)c1ccccc1C2=O	6	-0.3	-6	1	1	10	-11	5	5	0
O=C1c2ccccc2C(=O)N1SC1CCCCC1	7	-0.3	2	63*	1	4	2	6	-2	1
COc1ccc(S(=O)(=O)N2CCOC2CNC(=O)C(=O)NCCCN2CCOCC2)cc1OC (stereo unspecified)	0	0.8	-3	-1	2	2	4	0	3	4
Cc1cc(C)cc(NC(=S)/C(=C(\[O-])c2ccc(Cl)s2)[n+]2cccc(C)c2)c1	1	0.5	-1	1	1	-10	2	3	-2	5
CCOC(=O)c1ccc(-n2c(C)nc3ccccc3c2=O)cc1	-3	-0.6	-1	-1	-4	6	6	-4	-2	0
CC(=O)N1CCN(C2=NC(=O)N(c3ccc(Br)cc3)C(=O)C2)CC1	x	x	-2	1	-1	x	1	6	5	-6
O=C(COC(=O)c1cccc(OC(F)F)c1)NC(=O)NC1CCCCC1	-9	2.0	3	2	-4	3	1	-16	-7	1
Cc1c(C(=O)O)sc2nc3n(c(=O)c12)CCC3	9	-0.3	1	2	3	0	-2	8	3	-3
O=C(Nc1cccc(Oc2ccc3c(c2)C(=O)NC3=O)c1)c1ccco1	3	-0.9	0	1	1	-14	-4	-3	1	4
CCCC(c1nnnn1Cc1ccc(OC)cc1)N1CCC(C(N)=O)CC1 (stereo unspecified)	5	-1.2	3	1	2	2	-3	-7	-5	3
Cc1ccc(CNc2ccc(N3CCOCC3)c(Cl)c2)cc1	4	-2.3	-1	4	-1	-2	-7	3	5	-1

The list goes on, overlapping the part above by 2 compounds.
SMILES	TCR-CD3 inh	PG9 Ab binder	UHRF1 MBD2 ctr	PRMT1 FP inh	LEDGF integ inh	HTRA1 inh	MBD2 DNA inh	ABHD4 inh	rCAG binder	Rev-erbA mod
CCCC(c1nnnn1Cc1ccc(OC)cc1)N1CCC(C(N)=O)CC1 (stereo unspecified)	5	-1.2	3	1	2	2	-3	-7	-5	3
Cc1ccc(CNc2ccc(N3CCOCC3)c(Cl)c2)cc1	4	-2.3	-1	4	-1	-2	-7	3	5	-1
OCCCNC(c1ccccc1)c1ccc(O)cc1 (stereo unspecified)	5	-1.3	0	2	0	-4	5	0	0	-5
O=C(OCC(=O)N1CCCC1=O)c1ccc(Cl)cc1[N+](=O)[O-]	2	-1.9	-2	-1	1	0	2	7	0	-2
COc1ccc(N2C(=O)/C(=C/c3cccnc3)NC2=S)cc1	0	-3.5	1	-3	-3	6	0	2	-1	1
CCN1CCN(C(c2cccs2)C(C)NC(=O)c2ccccc2F)CC1 (stereo unspecified)	-3	-0.7	0	-4	-3	-2	-1	6	-4	7
Cc1ccc([N+](=O)[O-])cc1N1C(=O)CS/C1=N\NC(=O)c1cccnc1	3	-1.6	2	-8	2	0	-4	1	0	4
O=C(CCCOc1ccccc1)NCCc1ccccc1	-4	-1.5	8	4	-4	x	0	1	-4	-5
CCCCCCCC1c2c(c(C)c(C)oc2=O)Oc2c(C)c(C)oc(=O)c21	3	-1.3	0	-2	-2	-6	-1	6	3	-2
CC(=O)c1ccc(NC(=O)COC(=O)C2C3CC4OC(=O)C2C4C3)cc1 (stereo unspecified)	-7	1.1	-2	2	1	6	4	1	2	1
CN(NC(=O)c1ccccc1F)c1ncccc1[N+](=O)[O-]	-5	0.4	-1	2	1	4	9	-1	-2	4
CCOC(=O)N1CCc2c(sc3ncn(Cc4ccc(F)cc4)c(=O)c23)C1	-1	-3.0	4	-5	2	0	2	0	-1	0
CC(C)C(NC(=O)c1ccc(C(C)(C)C)cc1)C(=O)NC1=NCCS1 (stereo unspecified)	1	-2.7	0	-2	-1	1	-5	-3	-4	2
O=C(Cc1ccc(NC2=NC3CS(=O)(=O)CC3S2)cc1)NCc1ccccc1Cl (stereo unspecified)	0	-2.5	-1	-9	2	3	5	1	3	-3
Cc1[nH]c2ccccc2c1/C=N/Nc1ccccc1[N+](=O)[O-]	-4	-2.6	-1	8	-1	68*	3	59*	32	-5
COc1ccc(C(=O)CC(=O)C(=O)Nc2cc(OC)ccc2OC)cc1	-2	0.5	1	6	2	5	8	5	8	-9
Cn1c(CNC(=O)CNS(=O)(=O)c2ccc(F)cc2F)cc(=O)n(C)c1=O	-5	0.2	2	5	-4	4	4	-1	2	2
COc1ccc(C(=O)OCC2CC(c3ccccc3)=NO2)cc1OC (stereo unspecified)	-4	0.5	0	-1	0	-1	4	6	-3	6
O=c1/c(=C\c2ccc(O)cc2)sc2nc(-c3ccccc3)c(-c3ccccc3)n12	0	-1.9	-1	-1	1	0	2	0	3	3
O=c1c2ccccc2c(=O)n2n1Cc1ccccc1C2	10	-1.4	0	-4	-2	-5	0	-2	1	1
O=C1CCCc2c1nc(-c1ccco1)n2O	2	-2.6	-4	0	-3	0	1	3	5	-2
CCc1cc2c(=O)c(-c3ccc4c(c3)OCO4)coc2c(CN(C)C)c1O	-8	1.1	5	6	0	-6	6	-2	13	-3

Next part, overlapping the part above by six compounds.
SMILES	TCR-CD3 inh	PG9 Ab binder	UHRF1 MBD2 ctr	PRMT1 FP inh	LEDGF integ inh	HTRA1 inh	MBD2 DNA inh	ABHD4 inh	rCAG binder	Rev-erbA mod
Cn1c(CNC(=O)CNS(=O)(=O)c2ccc(F)cc2F)cc(=O)n(C)c1=O	-5	0.2	2	5	-4	4	4	-1	2	2
COc1ccc(C(=O)OCC2CC(c3ccccc3)=NO2)cc1OC (stereo unspecified)	-4	0.5	0	-1	0	-1	4	6	-3	6
O=c1/c(=C\c2ccc(O)cc2)sc2nc(-c3ccccc3)c(-c3ccccc3)n12	0	-1.9	-1	-1	1	0	2	0	3	3
O=c1c2ccccc2c(=O)n2n1Cc1ccccc1C2	10	-1.4	0	-4	-2	-5	0	-2	1	1
O=C1CCCc2c1nc(-c1ccco1)n2O	2	-2.6	-4	0	-3	0	1	3	5	-2
CCc1cc2c(=O)c(-c3ccc4c(c3)OCO4)coc2c(CN(C)C)c1O	-8	1.1	5	6	0	-6	6	-2	13	-3
Cc1[nH]c(=S)n(CC2CCCO2)c1C (stereo unspecified)	5	-0.9	-1	0	-2	7	-5	-2	-3	-1
CC(=O)Nc1ccc(NC(=O)Cn2ccc([N+](=O)[O-])n2)cc1	-2	-1.7	-3	-2	-1	0	3	-2	0	-6
CN1CCN(CC#CC(C)(O)C2CC3C=CC2C3)CC1 (stereo unspecified)	1	-1.0	15	0	-1	6	6	4	1	-1
COc1ccc(C(CC(=O)N2CCCCC2)C(C)C)cc1 (stereo unspecified)	4	0.2	15	-3	-3	-2	3	-2	-6	4
c1ccc(-c2cc3nc(NCc4cccs4)ccn3n2)cc1	2	-1.8	0	-4	1	x	0	-16	4	1
Cc1cc2c(c(=O)o1)[C@@]1(C(=O)N(C)c3ccc([N+](=O)[O-])cc31)C1=C(CCCC1=O)O2	-11	-0.9	3	-5	5	x	-1	-2	4	4
Cc1ccc(S(=O)(=O)NC(=O)Nc2ccc(F)cc2)cc1	-1	1.9	-1	-1	-2	0	3	0	1	-1
COc1cccc(OCC(O)CN2CCc3ccccc3C2)c1 (stereo unspecified)	-6	-0.9	-2	8	-5	5	-1	4	-7	-4
COCCNC(=O)c1ccccc1NC(=O)c1ccccc1N(C)S(C)(=O)=O	1	-2.3	1	0	-1	2	3	-6	-1	-1
O=C(Cc1ccc(NC2=NC3CS(=O)(=O)CC3S2)cc1)NCc1ccccc1 (stereo unspecified)	-5	-1.5	0	1	-4	2	0	-3	0	2
COCCn1c(-c2ccc(-c3ccccc3Cl)o2)nc2c1c(=O)[nH]c(=O)n2CC(C)C	-9	1.2	2	4	0	-7	-1	0	5	14
O=C(O)C1CCC(N2C(=O)C3CCCCC3C2=O)CC1 (stereo unspecified)	-5	-0.3	0	0	-2	6	0	0	-2	-5
O=C(c1ccccc1-c1ccccc1)N1CCCCC1	1	0.3	-1	-4	-2	3	3	7	-7	1
CCOC(=O)CNC(=O)CNC(=O)c1ccc(OCC(C)C)cc1	-1	0.3	5	4	0	1	6	-11	4	-3
c1ccc(NC2=NCCCCS2)cc1	4	0.8	-1	-1	0	-11	2	-7	1	-6
CCCCn1c(=O)[nH]c(=O)c2c1nc(-c1ccncc1)n2CCOC	-5	-0.1	1	2	0	2	4	1	-5	-4
O=C(c1cc(S(=O)(=O)N2CCOCC2)ccc1Cl)N1CCOCC1	-7	-0.9	-3	-4	4	3	-4	-3	-2	-7
